From PubChem
POLI inh – qHTS for Inhibitors of Polymerase Iota; 1% of 390,000 active; Potency, µM (titrated, usually from 115 µM), for the others: at the top dose activity, negative = inhibition, most hits filed as inhibitors; DNA polymerase iota (Homo sapiens), Q9UNA4; Pol iota fluorescent replication assay, 10 min
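Fluorescent replication assay read twice, at 0 min and 10 min after adding 50 nM (final) substrate. Enzyme (10 nM) and compounds were first incubated 15 min at room temperature; enzyme-free buffer wells were negative controls.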
BAZ2B inh – qHTS Assay for Inhibitors of BAZ2B; Bromodomain adjacent to zinc finger domain protein 2B (Homo sapiens), Q9UIF8; AlphaScreen BAZ2B-H3K14Ac peptide displacement; Potency, µM (top dose mostly 114 µM), inactives show top-dose activity change, negative = inhibition, hits mostly inhibitors; 4.4% of 360,000 active; further: on the % scale 0 is the no-effect control and ±100 the full control effect; nearly all actives have a fitted effect of over 60% in size
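Inhibition is scored as reduced AlphaScreen emission. The BAZ2B/b-H3(5-23)K14Ac complex (50 nM each) in PBS pH 7.4, 0.01% Tween-20 meets compound (up to 110 uM) for 30 min at RT before bead addition.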
POLB inh – qHTS Assay for Inhibitors of DNA Polymerase Beta | AID 485314, 2010 | Pol beta primer extension/strand displacement, fluorescence kinetic | Potency, µM (doses to about 114 µM), for inactives: at the highest dose activity change, negative = inhibition, most hits filed as inhibitors | P06746 | 1.3% of 340,000 active; further: on the % scale 0 is the no-effect control and ±100 the full control effect
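Reaction started by 50 nM substrate onto compound-treated Pol beta (10 nM, 15 min preincubation, room temperature); plates read at 0 min and 10 min. Normalized concentration-effect data fitted by four-parameter Hill equation.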
Pol kappa inh – qHTS for Inhibitors of Polymerase Kappa. purified Pol kappa, fluorescent DNA synthesis assay, 10 min. Potency, µM (series often up to 107 µM), for the others: at the top dose activity, negative = inhibition, actives largely listed as inhibitors. 0.53% of 400,000 active. AID 588579, 2011; further: on the % scale 0 is the no-effect control and ±100 the full control effect
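10 nM Pol kappa was preincubated with compounds for 15 min at room temperature. Reaction started with 50 nM (final) substrate. Fluorescence read kinetically at 0 and 10 min.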
APEX1 inh – qHTS Assay for Inhibitors of the Human Apurinic/apyrimidinic Endonuclease 1 (APE1); recombinant APE1, TAMRA/BHQ-2 abasic DNA cleavage fluorescence; Potency, µM (titrated, usually from 65.8 µM), inactives show top-dose activity change, negative = inhibition, usual class: inhibitors; 0.35% of 350,000 active; AID 2517, 2012;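 further: plate controls were vehicle for no effect and reference inhibitor for full effect; nearly all actives have a fitted effect of over 55% in size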
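0.75 nM APE1 + cpd, 15 min RT; start w/ 50 nM TAMRA/BHQ-2 THF-abasic dsDNA; kinetic fluor 525/598 nm ×3 reads @60 s; Δ(read3−read1); normalized to DMSO and NSC13755 control wells.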
G9a block – qHTS Assay for Inhibitors of Histone Lysine Methyltransferase G9a; G9a H3K9 monomethylation, AlphaScreen, 2 h; 8.8% of 350,000 active; Histone-lysine N-methyltransferase EHMT2 (Homo sapiens), Q96KQ7; Potency, µM (titrated, usually from 102 µM), for the others: at the top dose activity, negative = inhibition, hits mostly inhibitors; AID 504332, 2011; further: on the % scale 0 is the no-effect control and ±100 the full control effect; nearly all actives have a fitted effect of over 75% in size
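Signal arises when biotinylated H3K9 peptide, once monomethylated, bridges streptavidin donor and antibody-captured acceptor beads. Enzyme at 20 nM was preincubated 15 min with test compounds; peptide 500 nM and SAM 20 uM then reacted for 2 h.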
Apoferritin bind – qHTS Assay for Identification of Novel General Anesthetics; Potency, µM (titrated, usually from 77.5 µM), without a hit: at the top dose activity change, negative = displacement, usual class: inhibitors; Ferritin light chain (Equus caballus), P02791; 0.074% of 350,000 active; apoferritin/1-aminoanthracene competitive binding, fluorescence; further: on the % scale 0 is the no-effect control and ±100 the full control effect; nearly all actives have a fitted effect of over 20% in size
Target sequence (P02791 2-175 limits assumed): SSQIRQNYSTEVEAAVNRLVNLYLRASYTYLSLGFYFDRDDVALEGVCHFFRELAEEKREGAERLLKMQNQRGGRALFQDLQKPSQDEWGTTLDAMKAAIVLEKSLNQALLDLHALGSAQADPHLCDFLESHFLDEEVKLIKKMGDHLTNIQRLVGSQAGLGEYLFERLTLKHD
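10 uM apoferritin + 50% sat. 1-AMA, PBS; cpd 10 min RT; Ex380/Em535 endpoint; normalized to free probe vs complex; 4-param Hill fit; propofol titration as pos. ctrl.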
BLM inh – qHTS Assay for Inhibitors of Bloom's syndrome helicase (BLM). recombinant BLM DNA unwinding, fluorescence dequenching. Potency, µM (series often up to 56.1 µM), inactives show at the top dose activity change, negative = inhibition, most hits filed as inhibitors. 0.2% of 350,000 active. AID 2528, 2010;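 further: plate controls were vehicle for no effect and no enzyme for full effect; nearly all actives have a fitted effect of over 35% in size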
POLH inh – qHTS for Inhibitors of Polymerase Eta. DNA polymerase eta (Homo sapiens), Q9Y253. recombinant Pol eta, fluorescent DNA replication assay. Potency, µM (top dose mostly 114 µM), inactives show at the top dose activity change, negative = inhibition, most hits filed as inhibitors. 1.2% of 390,000 active. AID 588591, 2011; further: on the % scale 0 is the no-effect control and ±100 the full control effect
Target sequence (Q9Y253 whole entry, looked up): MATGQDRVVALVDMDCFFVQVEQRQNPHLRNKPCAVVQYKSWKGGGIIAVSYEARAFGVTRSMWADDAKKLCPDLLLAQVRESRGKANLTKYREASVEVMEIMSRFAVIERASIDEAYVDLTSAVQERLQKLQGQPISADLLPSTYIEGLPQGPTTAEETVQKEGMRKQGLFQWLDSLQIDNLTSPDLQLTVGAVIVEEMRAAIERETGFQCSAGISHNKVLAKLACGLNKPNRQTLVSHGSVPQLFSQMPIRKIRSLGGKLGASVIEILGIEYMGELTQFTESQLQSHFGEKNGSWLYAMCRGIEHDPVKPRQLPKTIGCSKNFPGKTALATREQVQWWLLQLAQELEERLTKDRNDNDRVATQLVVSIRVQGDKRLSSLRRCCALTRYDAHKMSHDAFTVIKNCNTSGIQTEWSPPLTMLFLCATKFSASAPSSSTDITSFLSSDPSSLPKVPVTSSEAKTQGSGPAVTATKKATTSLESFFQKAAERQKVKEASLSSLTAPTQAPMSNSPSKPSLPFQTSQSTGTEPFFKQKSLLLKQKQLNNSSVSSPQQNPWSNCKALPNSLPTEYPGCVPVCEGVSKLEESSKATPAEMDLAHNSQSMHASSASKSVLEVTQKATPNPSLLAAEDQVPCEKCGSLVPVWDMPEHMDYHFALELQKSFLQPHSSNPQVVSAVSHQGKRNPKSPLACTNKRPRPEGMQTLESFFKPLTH
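Pol eta (10 nM) was preincubated with compounds for 15 min at room temperature, after which fluorescent replication substrate (50 nM final) was added to start the reaction. Fluorescence was read kinetically at 0 and 10 min.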
The depositor's hits bear a star; & = joins results of further samples; [ ] = dose if it differs, or a comment. The call rests on the fitted dose curve; in most records, active means well fitted curve in the direction sought with a large enough effect; inconclusive means small, poorly fitted or top-dose-only effect, or another doubt; inactive means no such curve, though single readings can be large; an effect the other way counts as inactive or inconclusive. Potency means the concentration at half of the fitted maximal effect. The list is partial (hit frequency here may not be typical).

For Cc1c(C(=O)O)cc(-c2ccccc2)n1Cc1ccccc1 the results were POLI inh 142.7%[activator], BAZ2B inh inconclusive, POLB inh 31.4%, Pol kappa inh -4.0%, APEX1 inh 6.2%, G9a block -26.8%, Apoferritin bind -9.0%, BLM inh -0.5% and POLH inh -12.3%.
CCC12CN3CCN(CC(C3)/C1=N\O)C2 was read as POLI inh 11.2%, BAZ2B inh 26.5%, POLB inh -6.2%, Pol kappa inh -1.5%, APEX1 inh -2.8%, G9a block -2.7%[59 µM], Apoferritin bind -6.7%, BLM inh -1.3% and POLH inh -17.0%.
CCOC(=O)C1(CCOc2ccccc2)CCN(Cc2ccccc2OC)CC1 was read as POLI inh -1.5%, BAZ2B inh 5.8%, POLB inh 28.6%, Pol kappa inh -4.2%, APEX1 inh 6.5%, Apoferritin bind -12.6%, BLM inh 1.6% and POLH inh -11.2%.
For N#CCP(=S)(c1ccccc1)c1ccccc1 the results were POLI inh 7.3%, BAZ2B inh 7.0%, POLB inh 17.3%, Pol kappa inh -5.8%, APEX1 inh 15.4%, G9a block inconclusive, Apoferritin bind -2.5%, BLM inh -2.4% and POLH inh -13.3%.
For O=c1cccc2n1CC1CC2CN(Cc2ccc3c(c2)OCO3)C1 (configuration not stated) the results were POLI inh inconclusive, BAZ2B inh -33.6%, POLB inh 15.2%, Pol kappa inh -4.7%, APEX1 inh -3.4%, G9a block inconclusive, Apoferritin bind -21.6%, BLM inh 3.0% and POLH inh -8.3%.
Screening C[N+]1(C)[C@@H]2CC(OC(=O)[C@H](CO)c3ccccc3)C[C@H]1[C@@H]1O[C@@H]12 (some centres not stated) returned POLI inh -13.5%&24.3%, BAZ2B inh -13.8%&-12.0%, POLB inh 0.4%&0.6%, Pol kappa inh -4.8%&14.2%, APEX1 inh 2.0%&-1.3%, G9a block 1.9%&-4.1%[59 µM], Apoferritin bind 3.2%&0.2%, BLM inh 0.9%&-4.7% and POLH inh -6.0%&-7.2%.
`CCOc1ccc2oc(C(=O)NN3C(C)CCCC3C)c(C)c2c1` (configuration not stated) gave POLI inh 144.2%[activator], BAZ2B inh -11.4%, POLB inh 30.9%, Pol kappa inh -12.7%, APEX1 inh 11.0%, G9a block 2.4%, Apoferritin bind -8.4%, BLM inh -2.0% and POLH inh 3.4%.
CC(C)C(=O)c1cn(Cc2ccccc2C#N)c2ccccc12 was read as POLI inh -1.8%, BAZ2B inh 5.6%, POLB inh 3.1%, Pol kappa inh -7.7%, APEX1 inh -6.7%, G9a block 13.9%[59 µM], Apoferritin bind -6.1%, BLM inh -5.5% and POLH inh -14.5%.
For C=CCN1C(=O)C2(C(C(=O)OCC)=C(N)Oc3ccccc32)c2c1c1ccccc1oc2=O (configuration not stated) the results were POLI inh 7.1%, BAZ2B inh -13.3%, POLB inh -0.8%, Pol kappa inh -10.2%, APEX1 inh -1.2%, G9a block -5.8%[12.7 µM], Apoferritin bind -8.8%, BLM inh -9.9% and POLH inh -3.3%.
For Oc1c(Br)cc(Br)cc1Br the results were POLI inh 0.8%, BAZ2B inh -10.3%, Pol kappa inh -7.3%, APEX1 inh 8.9%&1.4%, G9a block 8.4%[0.501 µM], BLM inh -2.4% and POLH inh -9.0%.
For CCC(CC)N1CCN(C(=O)Cc2ccccc2)CC1 the results were POLI inh 0.1%, BAZ2B inh inconclusive, POLB inh 24.9%, Pol kappa inh -10.4%, APEX1 inh -7.5%, G9a block 11.2µM*, Apoferritin bind 0.0%, BLM inh 4.2% and POLH inh -5.1%.
Screening O=c1[nH]c(=S)n(-c2ccccc2F)c(O)c1C=NCc1ccco1 returned POLI inh 7.7%, BAZ2B inh -5.5%, POLB inh 13.1%, Pol kappa inh 3.0%, APEX1 inh -2.3%, G9a block 17.9%[59 µM], Apoferritin bind -10.7%, BLM inh -0.5% and POLH inh -1.0%.
O=c1[nH]c(=O)n(-c2ccccc2)c(O)c1N=Nc1ccc(Br)cc1 was read as POLI inh 9.2%, BAZ2B inh -27.1%, POLB inh 1.9%, Pol kappa inh -11.4%, APEX1 inh -4.9%, G9a block -29.3%, Apoferritin bind -22.3%, BLM inh -1.2% and POLH inh -8.0%.
Screening O=C(CCc1nc(C2=CCN(Cc3cccc(Cl)c3)CC2)no1)Nc1ccccc1F returned POLI inh -16.7%, BAZ2B inh -23.0%, POLB inh -16.6%, Pol kappa inh -16.8%[60.1 µM], G9a block -46.5%[59 µM], Apoferritin bind 7.9%, BLM inh -9.1% and POLH inh -3.4%.
`Cc1ccc(NC(=O)CCCn2c(=O)oc3ccccc32)c(O)c1` gave POLI inh 3.9%, BAZ2B inh inconclusive, POLB inh 3.2%, Pol kappa inh -3.4%, APEX1 inh 7.8%, G9a block 21.0%, Apoferritin bind -7.7%, BLM inh -3.7% and POLH inh -3.5%.

Looked up one by one from the list above, 2 records:
CC(C)C(=O)c1cn(Cc2ccccc2C#N)c2ccccc12 was read as POLI inh -1.8%, BAZ2B inh 5.6%, POLB inh 3.1%, Pol kappa inh -7.7%, APEX1 inh -6.7%, G9a block 13.9%[59 µM], Apoferritin bind -6.1%, BLM inh -5.5% and POLH inh -14.5%.
Screening O=C(CCc1nc(C2=CCN(Cc3cccc(Cl)c3)CC2)no1)Nc1ccccc1F returned POLI inh -16.7%, BAZ2B inh -23.0%, POLB inh -16.6%, Pol kappa inh -16.8%[60.1 µM], G9a block -46.5%[59 µM], Apoferritin bind 7.9%, BLM inh -9.1% and POLH inh -3.4%.

Further compounds
For O=C(C(=O)N1CCOCC1)c1cn(Cc2ccc(F)cc2)c2ccccc12 the results were POLI inh 20.5%, BAZ2B inh -12.0%, POLB inh 20.7%, Pol kappa inh 10.8%, APEX1 inh 1.7%, G9a block -8.0%, Apoferritin bind -17.4%, BLM inh -3.4% and POLH inh -9.7%.
`COC(=O)C1=C(c2ccc(OC)c(OC)c2)C[C@@H]2CC[C@H]1N2C(=O)NCCCOC(C)C` gave POLI inh 8.7%, BAZ2B inh 7.6%, Pol kappa inh -0.3%, APEX1 inh 9.0%, G9a block 20.0%[2.33 µM] and POLH inh -7.1%.
COC(=O)C1=C(c2ccc(OC(F)(F)F)cc2)C[C@@H]2CC[C@H]1N2C(=O)NC1CC1 was read as POLI inh 5.7%, BAZ2B inh 5.4%, Pol kappa inh -5.1%, APEX1 inh -15.4%, G9a block 27.3%[2.33 µM] and POLH inh -9.1%.
For O=C(N/N=C/c1c(O)n(CCc2ccc(F)cc2)c(=O)[nH]c1=O)c1ccccc1 the results were POLI inh 11.3%, BAZ2B inh -24.9%, POLB inh 0.3%, Pol kappa inh -8.5%, APEX1 inh 0.1%, G9a block -38.4%, Apoferritin bind 5.1%, BLM inh -1.4% and POLH inh -4.6%.
For CN1C(=O)NC(=O)/C(=C/c2ccc([N+](=O)[O-])s2)C1=O the results were POLI inh inconclusive, BAZ2B inh 50.1µM*, POLB inh inconclusive, Pol kappa inh inconclusive, APEX1 inh inconclusive, G9a block 7.08µM*, Apoferritin bind 1.9%, BLM inh -0.6% and POLH inh 22.4µM*.
NC(N)=N/N=C\c1c(Cl)cccc1Cl was read as Pol kappa inh -7.2%[60.1 µM], APEX1 inh 14.5%, G9a block 2.6%[2.33 µM], Apoferritin bind -8.3% and BLM inh 39.1%[activator].
CC(C)c1cccc(C(C)C)c1OCCn1ccnc1 was read as POLI inh 6.1%, BAZ2B inh -38.4%, POLB inh -20.1%, Pol kappa inh -4.4%, APEX1 inh 2.3%, G9a block -25.8%[12.7 µM], Apoferritin bind -17.8%, BLM inh -0.8% and POLH inh -16.4%.
For COc1ccc(C(=O)NCc2cc3ccccc3n2C)cc1 the results were POLI inh 123.4%[activator], BAZ2B inh -1.2%, POLB inh 17.5%, Pol kappa inh -0.1%, APEX1 inh -10.7%, Apoferritin bind -18.4%, BLM inh -1.6% and POLH inh -23.3%.
For O=c1[nH]c(=S)[nH]c(O)c1N=Nc1ccc(S(=O)(=O)N2CCOCC2)cc1 the results were POLI inh inconclusive, BAZ2B inh inconclusive, POLB inh inconclusive, Pol kappa inh 2.6%, APEX1 inh inconclusive, Apoferritin bind 2.7%, BLM inh -17.6% and POLH inh 50.1µM*.
For CC(=O)N(C1=NCCCS1)c1ccc(Cl)cc1 the results were POLI inh inconclusive, BAZ2B inh -16.5%, POLB inh -4.9%, Pol kappa inh 8.7%, APEX1 inh 0.7%, G9a block -15.9%[59 µM], Apoferritin bind inconclusive, BLM inh -1.3% and POLH inh -12.1%.
Screening Cc1c(N=Cc2c(O)n(Cc3ccco3)c(=O)[nH]c2=O)c(=O)n(-c2ccccc2)n1C returned POLI inh inconclusive, BAZ2B inh -25.9%, POLB inh inconclusive, Pol kappa inh -28.8%, APEX1 inh -7.5%, G9a block inconclusive, Apoferritin bind -14.6%, BLM inh -1.4% and POLH inh 17.8µM*.
Cc1ccc(-c2cc(-c3ccc(C)cc3)[n+](-c3ccc(C(=O)O)cc3)c(-c3ccc(C)cc3)c2)cc1 was read as POLI inh -18.0%, BAZ2B inh -5.0%, Pol kappa inh -0.4%, APEX1 inh 58.0%[activator], G9a block -8.0%[2.33 µM] and POLH inh -13.9%.
Cc1ccc(C2CC(=O)C(C=NCCN3CCN(C(=O)Cc4ccccc4)CC3)=C(O)C2)cc1 (configuration not stated) was read as POLI inh 3.2%, BAZ2B inh 6.4%, POLB inh 28.7%, Pol kappa inh -7.9%, APEX1 inh 11.6%, G9a block inconclusive, Apoferritin bind -18.7%, BLM inh -3.7% and POLH inh -0.2%.
`Cc1c(N)cccc1N` gave POLI inh 30.1%[activator], BAZ2B inh -2.0%, Pol kappa inh 13.0%, APEX1 inh 15.0%&-5.6%, G9a block -22.2%[0.501 µM] and POLH inh -10.3%.
